Screening results deposited in PubChem BioAssay by National Center for Advancing Translational Sciences (NCATS).
Pf Dd2 inh: qHTS Primary assay for Inhibitors of Plasmodium falciparum Dd2 growth in vitro. actives 4.3% (n = 120,000). P. falciparum Dd2 growth, SYBR Green, 72 h. AID 1347417, 2020. Potency, µM (top dose mostly 28.9 µM), for the others: at the top dose activity, negative = inhibition, actives largely listed as inhibitors; active means well fitted inhibition curve with a large enough effect; inconclusive means small, poorly fitted or top-dose-only effect; inactive means no such curve, though single readings can be large or run the other way;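 further: plate controls were DMSO vehicle for no effect and reference drug for full effect; nearly all actives have a fitted effect of over 65% in size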
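Readout: SYBR Green fluorescence, 485 nm excitation, 535 nm emission, after ~16 h lysis at 37C. Before that, Dd2-infected red cells (2.5% hematocrit) grew 72 h with compound, 29 uM top final concentration.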
Starred values were filed as active, the others as inactive; i = inactive; u = inconclusive; [ ] = dose if it differs, or a comment. Potency means the concentration at half of the fitted maximal effect.

SMILES,Pf Dd2 inh
COC(=O)C1=C(C)N=C2SC=C(CC(=O)NCCc3ccccc3)N2C1c1cccc(OC)c1 (stereo unspecified),u
Cc1ccc(C(=O)Nc2ccccc2C(=O)OCc2cc(=O)n3nc(C4CC4)sc3n2)cc1,i
CCC(c1cccs1)N1C(=O)[C@H]2CN(S(=O)(=O)c3cccnc3)C[C@H]2C1=O (stereo partly specified),u
N#Cc1ccc(CSc2nnc(-c3ccc(Br)cc3)o2)cc1,38%[activator]
Cc1ccc(C)c(N2CCN(c3ncnc4c3nc3n4CCCC3)CC2)c1,-8%
NC1CCN(C(=O)C2CCCN(c3nc(-c4ccccc4)nc4c3CCC4)C2)CC1 (stereo unspecified),u
CCOC(=O)CSc1nc2cc3c(cc2c(=O)n1CCCC(=O)NCCc1ccc(OC)c(OC)c1)OCO3,47%[activator]
COc1ccc(C(=O)NC2CCN(c3cc(-c4ccccc4)[nH]n3)CC2)c(OC)c1,u
Cc1ccc2[nH]c(CN3CC[C@H]4NCCC[C@]4(CO)C3)cc(=O)c2c1,-30%
O=C(c1cnn2cc(CCO)cnc12)N1CCc2c(nc[nH]c2=O)C1,13%
COc1ccc(-c2cc(N3CCCN(C(=O)c4cc5ccccc5[nH]4)CC3)n[nH]2)cc1,u
CCC1Oc2ccc(NC(=O)Cc3ccc(F)cc3)cc2CN(Cc2ccc(OC)cc2)C1=O (stereo unspecified),-2%
C=CCC(O)(CC=C)C(C)NC(=O)c1ccc(OC2CCN(Cc3ccccn3)CC2)cc1 (stereo unspecified),-14%
O=C(Nc1ccc(F)cc1F)C(Cc1ccccc1)N1Cc2ccccc2C1=O (stereo unspecified),8%
COc1cc(C2c3c(-c4cc(C)ccc4O)n[nH]c3C(=O)N2CCCO)ccc1OCCC(C)C (stereo unspecified),3.2µM*
O=C(NC1CCCN(c2cc(-c3ccc(F)cc3)[nH]n2)C1)c1cc(F)ccc1F (stereo unspecified),-3%
Cc1cc(=O)c2cc(C(=O)Nc3ccc(C)c(C)c3)ccc2[nH]1,-21%
CC(C)C(=O)N1CCCN(S(C)(=O)=O)c2ccccc21,11%
Cc1ccccc1CNC(=O)C(=O)NCC(c1cccs1)S(=O)(=O)c1ccc(Cl)cc1 (stereo unspecified),-6%
Cc1nnc(-c2cc(-c3ccc(CO)cc3)ccn2)n1Cc1ccccc1,i
COc1ccc(-c2cc3c(=O)n(CCNC(=O)c4cc(OC)cc(OC)c4)ccn3n2)cc1,u
Cc1cc(C(=O)N2CCn3nc(C(C)O)cc3C2)c2ccc(F)cc2n1 (stereo unspecified),2%
Cc1cc(C)cc(C(=O)NC2CCN(c3cc(-c4ccccc4)[nH]n3)C2)c1 (stereo unspecified),i
CCC(=O)NCC(c1ccc2c(c1)OCO2)N1CCN(c2ccccc2)CC1 (stereo unspecified),-4%
CC(C)Oc1ccc(C(=O)N2CC(=O)Nc3ccc(F)cc3C2c2ccc(F)cc2)cc1 (stereo unspecified),-15%
Cc1cccc(-c2nc(-c3ccc4c(c3)[nH]c(=O)n4C)no2)c1,41%[activator]
Cc1cccc(C(=O)Nc2nnc(S(=O)(=O)N3CCC(C)CC3)s2)c1,40%[activator][5.79 µM]
O=C(NCc1cccnc1Oc1ccccc1F)c1cnc2ccccn12,-24%
Cc1ccc(C(=O)N2CCC3(CC2)N=C(c2ccc(Cl)cc2)NO3)cc1,i
CN(CC(=O)N1CCC2(CCNCC2)CC1)Cc1cccnc1,-4%
Cc1ccc2c(c1)C(=O)C(=O)N2Cc1ccc(OCCC(C)C)cc1,-5%
COc1ccc(-n2ccn(Cc3ccccc3C)c(=O)c2=O)cc1,i
Cc1ccc(C)c(C(=O)N2CCN(C(=O)c3nnn4c3COC(c3ccc(Cl)cc3)C4)CC2)c1 (stereo unspecified),i
COc1ccccc1C(=O)N1CC(c2nnc(-c3ccncc3)o2)C2(CCOCC2)C1 (stereo unspecified),6%
CC(=O)c1ccc(NC(=O)c2sc3nc4c(cc3c2N)N2CCC4CC2)cc1,-15%
Cc1ccc(CSc2cn(CCNC(=O)c3cccs3)c3ccccc23)cc1,i
C=CCNC(=O)N1CC[C@H]2CC(=O)N(CCN3CCNC3=O)CC[C@H]2C1,20%[44.1 µM]
O=C([C@@H]1C[C@H](c2ccc(F)cc2)N(Cc2ccccc2Cl)C1)N1CC(O)C1,u
CN(c1ncccc1CNC(=O)c1ccc2c(c1)OCO2)C1CCCCC1,i
O=C(NCCCN1CCCc2ccccc21)c1ccc(N2CC3CC(C2)[C@H]2CCCC(=O)N2C3)nc1 (stereo partly specified),11µM*
Cc1ccc(Cl)cc1NC(=O)Cn1nc2c(cc1=O)CCCCC2,-20%
O=C(CCc1ccc2c(c1)CN(C(=O)C1CC1)CCO2)NCc1cc(F)cc(F)c1,-23%
C=CCN(C)C[C@H]1CN2CC[C@H]1C[C@@H]2CNS(=O)(=O)c1ccc(C)cc1,11µM*
O=C(CCc1cc2n(n1)CCN(C(=O)C1Cc3ccccc3O1)C2)NC1CC1 (stereo unspecified),-19%
Cc1cccc(NC(=O)N2CCC3(CC2)CC(N2CCOCC2)CCO3)c1 (stereo unspecified),i
O=C(CN1C(=O)NC2(CCCCC2)C1=O)Nc1ccccc1F,31%[activator]
COCCc1nncn1C1CCN(S(=O)(=O)c2ccc(F)c(F)c2)CC1,u
Cc1ccc(OCCN2CCC3(CC2)C(C(=O)O)CC(=O)N3C)c(C)c1 (stereo unspecified),-14%
NC(C(=O)N1CCC2(CC1)CN(C(=O)Cc1cccc(Cl)c1)CCO2)c1ccccc1 (stereo unspecified),u
CCC(=O)N1CCC([C@H]2[C@@H](OC)C(=O)N2C(C)C)CC1,29%
CCCC(=O)N1c2ccccc2-c2nnc(SC)nc2OC1c1sccc1C (stereo unspecified),i
CC(C)NC(=O)N1CCCC1c1noc(CCC(=O)NC2CC2)n1 (stereo unspecified),-6%
Cc1cccc(NC(=O)C(=O)NCC(c2ccc3c(c2)OCO3)N2CCOCC2)c1C (stereo unspecified),u
COc1ccc(-n2nc(C3CCCN(Cc4cccs4)C3)[nH]c2=O)cc1 (stereo unspecified),-3%
COCCNC(=O)[C@@H]1C[C@@H](O)CN1C1CCN(C(=O)COc2ccccc2)CC1,-4%
CC1=NS(=O)(=O)N(Cc2ccccc2)C=C1C(=O)OCc1nc(-c2ccc(F)cc2)no1,-19%
Cc1cccc(C(=O)N2CCCCCC2c2nc(-c3cccnc3)no2)c1 (stereo unspecified),u
CCOC(=O)c1cnc2c(Cl)cc(Cl)cc2c1Nc1ccccc1OC,i
COc1ccc(-c2nn(-c3ccc(C)cc3C)c(OC(C)=O)c2-c2ccc(NC(C)=O)cc2)c(OC)c1,i
COCc1noc([C@@H]2CC(F)(F)CN2C(=O)Cc2c(C)noc2C)n1,16%

Continuation.
SMILES,Pf Dd2 inh
C=CCNC(=O)N[C@H]1C[C@@H](C(=O)N[C@@H](C(=O)OC)C(C)C)N(C(=O)CSC)C1,-17%[44.1 µM]
CCC[C@H]1CN(C(=O)c2ccc3c(c2)nc(NCCOC)n3C)C[C@@H]1N,-24%
Cc1ccc(-n2c(SCC(=O)Nc3cccc(F)c3)nc3c(oc4ccccc43)c2=O)cc1C,u
COc1cccc(Cn2c(CNS(=O)(=O)c3ccc(Cl)s3)nc3cccnc32)c1,-29%
Cc1cc(NC(=O)Cn2nc3n(c2=O)CCCC3)no1,i
CCc1nccn1CC(=O)N1CCC2(CC1)[C@H](O)C[C@@H]2O,15%
C[C@]1(CO)[C@H]2Cc3sc(NC(=O)c4ccc(F)cc4)nc3[C@@H](CC(=O)NC3CCCC3)[C@]2(C)CC[C@H]1O,u
CC(C)NC(=O)N1CCC2(CC1)CN(Cc1ccncc1)Cc1ccccc1O2,2%
CC1=C[C@@H](CNC(=O)C2CCCCC2)[C@H](C(C)C)C[C@H]1Cc1nc2c(C)cccc2[nH]1,-25%[44.1 µM]
COc1ccc(OC)c(NC(=O)Cn2cc(C(=O)c3cccs3)c3ccccc32)c1,u
C[C@@H]1CN(S(=O)(=O)c2ccccc2)CC[C@@]1(O)C1CCOCC1,-4%
OCCC1CN(CCOc2ccc(F)cc2)CCN1CC1CCCCC1 (stereo unspecified),8.9µM*
Cn1c(=O)c(=O)n(C)c2cc(C(=O)NCc3ccccc3Cl)ccc21,-1%
COC(=O)c1ccccc1NC(=O)Cn1c(=O)n(CCCC(=O)NCc2ccccc2Cl)c(=O)c2ccccc21,u
Clc1ccc(-c2nnn3c2nc(NC2CCCCC2)c2ccccc23)cc1,6%
CC1=C[C@@H](CNC(=O)NCc2ccccc2)[C@H](C(C)C)C[C@H]1CC(=O)NCc1cccnc1,u
CCCS(=O)(=O)c1ncc(Cl)c(C(=O)Nc2c(C(=O)c3ccccc3)oc3ccccc23)n1,18%
O=C(c1cccc2c1CCN2C(=O)Nc1ccccc1)N1CCN(c2ccccc2)CC1,u
Cc1nnc(-c2cc(C(=O)NCc3ccco3)ccn2)n1Cc1cccnc1,-14%[44.1 µM]
O=C1CCn2nnc(CNc3cccc(C(F)(F)F)c3)c2CN1Cc1ccccc1,u

Four entries from above, with each value named.
CCC(=O)NCC(c1ccc2c(c1)OCO2)N1CCN(c2ccccc2)CC1 (stereo unspecified)
  Pf Dd2 inh: -4%
Cc1ccccc1CNC(=O)C(=O)NCC(c1cccs1)S(=O)(=O)c1ccc(Cl)cc1 (stereo unspecified)
  Pf Dd2 inh: -6%
Cc1ccc(OCCN2CCC3(CC2)C(C(=O)O)CC(=O)N3C)c(C)c1 (stereo unspecified)
  Pf Dd2 inh: -14%
C=CCN(C)C[C@H]1CN2CC[C@H]1C[C@@H]2CNS(=O)(=O)c1ccc(C)cc1
  Pf Dd2 inh: 11µM*

Additional structures.
SMILES,Pf Dd2 inh
N#Cc1ccccc1S(=O)(=O)N1CCCC(c2nc3c(nnn3Cc3cccc(Cl)c3)c(=O)[nH]2)C1 (stereo unspecified),u
CCCCNC(=O)Cc1csc2nc(C)c(-c3cc(C)n(-c4cc(Cl)ccc4C)n3)c(=O)n12,-3%
COCCCNC(=O)C1CCCN(c2nn3cc(-c4ccc(C)cc4)nc3s2)C1 (stereo unspecified),-24%
Cc1ccccc1Oc1c(CCC(=O)NCC2CC2)c(C)nn1-c1ccc(F)cc1,u
Cc1cccc(NC(=O)C2CCN(C(=O)c3ncn4c3COC(c3ccccc3)C4)CC2)c1 (stereo unspecified),i
COc1ccc(CCN2Cc3cc(NC(=O)c4ccccc4)ccc3OC(C)C2=O)cc1 (stereo unspecified),u
COc1ccc2ccc(OCc3nc(C(=O)N4CC(N5CCCCC5)C4)co3)cc2c1,8.9µM*
Cc1ccc(CNC(=O)N2c3ccccc3CC2c2nc(C3CC3)no2)cc1 (stereo unspecified),7%[5.79 µM]
Cn1c(CN2CCC(O)CC2)nnc1C1CCCN(Cc2ccccn2)C1 (stereo unspecified),2%
C=CCS(=O)(=O)N1CCC2(CCCN(CCCc3ccccc3)C2=O)C1 (stereo unspecified),-7%
Cc1ccc2occ(CC(=O)Nc3ccc(S(=O)(=O)N4CCCC(C)C4)cc3)c2c1 (stereo unspecified),-16%
Cc1noc(C)c1[S+](=O)([O-])N1CCC2(CC(c3cccc(C(F)(F)F)c3)=NO2)C1 (stereo unspecified),-17%
CCOc1ccc(C(=O)NC2CCN(c3cc(-c4ccc(OC)cc4)[nH]n3)CC2)cc1OCC,u
O=S(=O)(c1ccccc1)N1CCC(NCC2(O)CNCCOC2)CC1 (stereo unspecified),2%
COc1ccccc1CN1CCCC(CN(CCN(C)C)C(=O)c2cccnc2)C1 (stereo unspecified),u
Cn1c(=O)c2c(nc(CN3CCN(c4ccccc4F)CC3)n2Cc2ccccc2F)n(C)c1=O,23%
COc1ccccc1CNC(=O)c1cn(C)c2ccc(S(=O)(=O)N3CCC(C)CC3)cc2c1=O,i
Cc1ccc(C)c(N2CCN(C(=O)Cn3nc(C)c4sc5ccccc5c4c3=O)CC2)c1,-4%
Cc1ccc(C(=O)Nc2ccc(S(=O)(=O)N3CCC(c4nc5ccccc5s4)CC3)cc2)cc1,30%
CC(C)c1cc(C(=O)N2C[C@@H](C)[C@](O)(C3CC3)C2)n[nH]1,8%
CCCNC(=O)N1CCCC1C(=O)Nc1ccccc1-c1ccc(OC)cc1 (stereo unspecified),-20%
O=C(c1ccccc1)N1CCC2(CC1)COc1ccccc1[S+](=O)([O-])N2,13%
Cc1cccc(N2CCN(c3c(CN4CCCC4)c(=O)oc4ccccc34)CC2)c1C,3%

Part of the list above, as labelled records:
> CC(C)c1cc(C(=O)N2C[C@@H](C)[C@](O)(C3CC3)C2)n[nH]1
- Pf Dd2 inh = 8%
> Cc1ccc(CSc2cn(CCNC(=O)c3cccs3)c3ccccc23)cc1
- Pf Dd2 inh = i

The list is partial; the hit share may differ from the screen's.
